# CYP2C19 act: cytochrome P450 2C19 (human) activation; P33261; recombinant CYP2C19, luciferin-H EGE luminescence; stronger effect = higher value; 0 = fully inhibited enzyme, 1 = untreated enzyme; activation factor at 5 µM; 96,000 tested, under 10 active; AID 1025;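 active = activation factor of at least 2 at 5 µM in the primary screen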;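 note: 0 = wells with 2.5 mM tranylcypromine and 1 = vehicle-only wells; values of inactives mirror those of a sister screen read the other way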
# Target sequence (P33261 whole entry, looked up): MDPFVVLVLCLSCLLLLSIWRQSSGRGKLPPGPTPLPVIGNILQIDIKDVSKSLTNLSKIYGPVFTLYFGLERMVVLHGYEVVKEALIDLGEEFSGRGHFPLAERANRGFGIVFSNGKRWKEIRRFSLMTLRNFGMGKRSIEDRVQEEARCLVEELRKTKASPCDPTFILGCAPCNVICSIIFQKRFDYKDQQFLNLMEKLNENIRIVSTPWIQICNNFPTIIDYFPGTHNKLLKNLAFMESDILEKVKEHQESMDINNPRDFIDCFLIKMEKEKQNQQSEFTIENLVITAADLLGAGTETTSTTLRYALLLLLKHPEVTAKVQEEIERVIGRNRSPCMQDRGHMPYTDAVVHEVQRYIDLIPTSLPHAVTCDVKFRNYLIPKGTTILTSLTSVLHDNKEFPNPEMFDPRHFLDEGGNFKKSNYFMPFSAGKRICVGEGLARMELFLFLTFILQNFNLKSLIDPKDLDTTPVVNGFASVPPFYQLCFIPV
# MT1-MMP txn act: MT1-MMP promoter transcription activation | HT1080 MT1-MMP promoter luciferase reporter, luminescence, overnight; stronger effect = higher value | activation factor at 10 µM | actives 0.16% (n = 86,000);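 active = activation factor of at least 2 for MT1-MMP transcription at 10 µM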
# CYP2C9 inhib: human CYP2C9 inhibition. CYP2C9 Supersomes, luciferin-H conversion, luminescence. P11712. actives 20% (n = 96,000). AID 777. inhibition, % at 5 µM;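 active = blocking of liver enzyme CYP2C9 beyond about 50% at 5 µM, limit read from the data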; note: values of inactives mirror those of a sister screen read the other way
# PLAP act: human PLAP activation; AID 696; purified PLAP enzyme, luminescent substrate read-out; stronger effect = higher value; actives 1.2% (n = 96,000); P05187; activation fold at 20 µM; in the data active = activation fold above about 2
# Target sequence (P05187 whole entry, looked up): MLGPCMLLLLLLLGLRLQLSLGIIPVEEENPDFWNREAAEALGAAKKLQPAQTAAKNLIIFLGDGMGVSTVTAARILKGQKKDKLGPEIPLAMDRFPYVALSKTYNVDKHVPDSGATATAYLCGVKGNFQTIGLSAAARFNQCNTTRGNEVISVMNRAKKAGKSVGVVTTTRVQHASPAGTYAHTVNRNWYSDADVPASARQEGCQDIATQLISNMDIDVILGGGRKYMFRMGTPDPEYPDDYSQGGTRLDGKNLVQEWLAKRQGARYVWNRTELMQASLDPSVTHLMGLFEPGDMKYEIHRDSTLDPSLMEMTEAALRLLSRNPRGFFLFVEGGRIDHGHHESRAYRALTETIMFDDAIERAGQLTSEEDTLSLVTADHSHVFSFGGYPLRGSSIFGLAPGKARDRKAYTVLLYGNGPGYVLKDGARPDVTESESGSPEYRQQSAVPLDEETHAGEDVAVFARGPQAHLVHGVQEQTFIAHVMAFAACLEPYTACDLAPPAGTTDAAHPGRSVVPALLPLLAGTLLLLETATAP
# CYP2C19 inh: inhibitors of human CYP2C19 | inhibition, % at 5 µM | actives 21% (n = 96,000) | CYP2C19 Supersomes, luciferin-H EGE luminescence, 30 min | P33261;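 active = CYP2C19 inhibition above a set limit at 5 µM in the primary screen, cut at about 50% in these data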;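 note: plate controls were negative control wells for no effect and 2.5 mM tranylcypromine positive control for full effect; values of inactives mirror those of a sister screen read the other way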
# CYP2C9 act: activators of human CYP2C9; actives 1.4% (n = 96,000); AID 1024; recombinant CYP2C9, luciferin-H conversion, luminescence; stronger effect = higher value; factor 1 = untreated enzyme, 0 = blocked; activation factor at 5 µM;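 active = activation factor of 2 or more for CYP2C9 at a 5 µM dose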;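 note: 0 = sulfaphenazole-blocked wells and 1 = vehicle-only wells; values of inactives mirror those of a sister screen read the other way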
# Mac1 fbg inh: CD11b/CD18-fibrinogen binding inhibition. P05107+P11215. K562 CD11b/CD18 adhesion to fibrinogen, ATPlite luminescence; Mn2+ added to activate the integrin. inhibition, % at 10 µM. actives 0.54% (n = 93,000);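 active = primary inhibition of 50% or more at 10 µM, then 40% or more on retest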; note: some results filed as inactive read as strong as hits
# Pyk2 oligo antag: blocks oligomerization of human Pyk2 in cells; z-score (the deposit names both 25 µM and 10 µM); actives 0.83% (n = 99,000); AID 1347419; Q293 cells, Pyk2 FERM NanoBiT luminescence; stronger effect = lower value; Q14289;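 active = Z-score of -3 or lower, scaled per plate to the spread of control and sample wells; inactive = z-score above -3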;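 note: negative z-score means lost luminescence so less FERM oligomerization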
# CD11b adhes enh: CD11b/CD18-fibrinogen binding enhancement. actives 0.07% (n = 93,000). AID 1499. K562 CD11b/CD18 adhesion to fibrinogen, ATPlite luminescence. activation, % at 10 µM. P05107+P11215;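 active = 10 µM primary screen giving 50% or more activity, confirmed by 40% or more on retest at that dose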; note: strong numbers were not always called active; reference of the scale not given here
# * hit, by the source's call; · = not tested or not shown.
SMILES,CYP2C19 act,MT1-MMP txn act,CYP2C9 inhib,PLAP act,CYP2C19 inh,CYP2C9 act,Mac1 fbg inh,Pyk2 oligo antag,CD11b adhes enh
Cc1ccc(-c2nc(-c3ccccn3)no2)cc1,0.1,·,58.0*,0.9,87.4*,0.4,91.1*,-0.75,-9.4
Cc1cccc(Cn2c(C(C)O)nc3ccccc32)c1 (centres undefined),0.7,1.1,-0.7,0.9,31.2,1,-5.4,1.01,1.9
CCC(Oc1ccccc1)C(=O)N1CCN(C(=O)C(CC)Oc2ccccc2)CC1 (centres undefined),0.6,1.2,83.9*,1.5,41.6,0.2,7.1,0.57,-0.4
CC1CCC(NC(=O)CN2CCCN(Cc3ccc(F)cc3Cl)C2=O)CC1 (centres undefined),0.9,0.9,7.8,1.1,6.1,0.9,12.5,-0.11,-5.9
Cn1c(COc2ccccc2)nnc1SCCSc1nnc(COc2ccccc2)n1C,0.9,1.2,10.1,1.2,8.7,0.9,7.2,1.31,4.2
Cc1onc(-c2ccccc2Cl)c1C(=O)Nc1nnc(-c2ccc(Cl)cc2Cl)s1,1,·,65.6*,1.3,4.5,0.3,87.8,·,-14.6
Cc1ccccc1NC(=O)/C(=C\c1cccs1)NC(=O)c1ccccc1,1.1,·,1.5,1,-11.4,1,0.4,-0.07,-2.9
CCOC(=O)C1CCN(C(=O)CCNC(=O)c2cc(OC)c(OC)c(OC)c2)CC1,1.1,1.1,1.3,1.1,-13.3,1,8.8,1.35,0.8
Cc1ccc(NC(=O)c2cc(S(=O)(=O)N3CCOCC3)ccc2F)c(C)c1,1,1.3,-5.1,1,-0.6,1.1,9.3,0.47,2.1
C=C(C)CSc1nnc(-c2cccc(Cl)c2)n1N,0.4,1.5,-1.6,0.9,57.8*,1,-8.3,0.92,-2.3
COc1ccc(S(=O)(=O)N(CC(=O)NCc2ccco2)c2ccccc2)cc1OC,0.1,1.1,8.8,1,91.2*,0.9,-1.5,-0.39,0.9
CCOC(=O)c1ccccc1NC(=O)c1cccc2c1C(=O)N(C1CCN(C(=O)OCC)CC1)C2,0.6,1.1,96.5*,1.7,43.3,0,-7.2,·,-5.1
CCN1C(=O)CC(N2CCOCC2)C1=O (centres undefined),1,1.1,-3.1,0.8,-4.9,1,0.6,1.19,-2.9
CSc1nnc2c(n1)OC(c1ccc(C(=O)O)cc1)N(C(C)=O)c1ccccc1-2 (centres undefined),1.2,1.1,-8.8,1,-21.3,1.1,4.4,·,-1.6
COC(=O)c1c(N)n(-c2ccc(NC(C)=O)cc2)c2nc3ccccc3nc12,0.8,0.9,28.5,1.5,23.4,0.7,0.3,-0.65,27.2
Nn1c(SCC(=O)NCCC2=CCCCC2)nnc1C(F)(F)F,0.5,·,23.0,1,48.8,0.8,-7.3,0.7,2.4
COC(=O)c1ccc(NC(=O)CN(Cc2ccc(Cl)cc2)S(C)(=O)=O)cc1,0.1,1.1,81.6*,1.8,94.6*,0.2,9.4,-0.31,1.2
CCCS(=O)(=O)c1nnnn1-c1cccc(OC)c1,0.6,0.1,-11.5,1.3,36.9,1.1,23.6,-2.27,-0.7
Cc1cc(NC(=O)CCCC(=O)N(CC(=O)NC2CCCCC2)c2ccccc2)no1,0.9,1.2,16.5,1.2,10.3,0.8,5.9,0.97,-0.2
CC(C)(C)NC(=O)NC(=O)COC(=O)Cn1c(C(F)(F)F)nc2ccccc21,0.5,0.9,43.9,1,54.6*,0.6,7.4,0.47,-0.2
Cc1cccc(C)c1OCC(=O)NNC(=O)Nc1ccc(Cl)cc1,0.6,·,-13.6,1,41.9,1.1,3.0,1.18,3.2
COc1ccc(NC(=O)c2ccc(C(=O)c3ccccc3)o2)cc1,1,1.1,37.6,1.1,4.2,0.6,-2.8,-1.57,-3.8
C=CCNC(=O)COC(=O)COc1ccc(Cl)cc1C,0.9,·,-15.1,0.9,7.0,1.2,0.1,0.83,-3.9
CCOc1[nH]c(/N=C/c2ccco2)c(C#N)c1C#N,0.9,1,46.4,0.9,8.1,0.5,45.4,0.23,-3.2
Cc1ccc(C2N(c3ccc(Cl)c(Cl)c3)C(=O)C3CCCN32)o1 (centres undefined),0.7,1.2,2.3,0.9,30.7,1,-29.4,-0.54,3.8
CS(=O)(=O)N(CC(=O)Nc1ccc2c(c1)OCO2)c1ccc2c(c1)OCO2,0.6,1.1,28.1,0.9,43.5,0.7,0.1,-1.38,-0.6
Cn1ccnc1SC(=O)N1c2ccccc2Sc2ccccc21,0.2,·,97.0*,0.9,83.9*,0,-6.1,-1.15,-2.7
Cc1ccc(S(=O)(=O)N[C@H](C(=O)OCn2nnc3ccccc3c2=O)C(C)C)cc1,0.9,1,34.0,0.9,9.3,0.7,0.1,0.96,-2.3
CC1(C)Cc2c(sc3nc(-c4ccccc4)n(N)c(=O)c23)CO1,1,1.2,-0.1,1.1,2.3,1,4.7,-0.69,-0.4
CS(=O)(=O)c1ccc2nc(NC(=O)C3COc4ccccc4O3)sc2c1 (centres undefined),1,1.4,75.6*,1,-0.8,0.2,-0.9,0.58,-4.4
O=C(CSc1ncc(C(F)(F)F)cc1Cl)N1CCN(S(=O)(=O)c2ccc(Cl)cc2)CC1,0.2,·,-56.9,1.5,78.8*,1.6,-2.7,-0.7,1.4
CCOc1cccc(=O)c2c(C)oc(C)c12,0.8,1.2,95.2*,1.5,22.5,0,-22.9,0.7,1.8
CC(=O)NC(Cc1ccccc1F)C(=O)NC1CCN(C(=O)c2cnccn2)CC1 (centres undefined),1,1.1,-1.1,1.1,-0.4,1,-22.5,0.75,2.7
CCOC(=O)c1[nH]c2ccc(OC)cc2c1NS(=O)(=O)c1ccc(OC)cc1OC,0.4,1.1,66.9*,0.9,57.4*,0.3,-5.7,-0.69,-0.1
COc1cc(C(=O)NCCC2=CCCCC2)cc(OC)c1OC,0.2,1.2,32.3,1.1,75.4*,0.7,-7.9,0.49,0.2
NS(=O)(=O)c1ccc(NC(=O)CSc2nnc(-c3cnccn3)n2-c2ccccc2)cc1,1.2,1,-25.6,1.1,-16.7,1.3,2.4,-0.56,-1.9
N#Cc1nc(-c2ccc(OCc3ccccc3)cc2)oc1NCCN1CCOCC1,0.6,1.1,47.6,0.9,40.9,0.5,-15.9,·,8.3
CCOP(=O)(OCC)C(C#N)=C1SCN(c2ccc(Cl)cc2)CS1,0.7,1,61.1*,1.7,32.4,0.4,-3.5,0.22,3.4
Cc1cccc(CN2C(=O)N/C(=C/c3cc(C)n(-c4cc(C)ccn4)c3C)C2=O)c1,0.6,·,61.2*,1.4,44.9,0.4,14.3,0.78,112.9
O=c1cc(N2CCN(Cc3ccccc3)CC2)[nH]c(=O)n1-c1ccc(Br)cc1,1.2,·,-15.7,1.7,-20.2,1.2,22.4,·,6.8
O=C(CSc1nc2ccc(Cl)cc2[nH]1)NCc1ccco1,0.5,1.2,51.2*,1.2,46.8,0.5,-1.4,0.93,-1.0
COc1ccc(/C=N/N=C2/NC(=O)C(c3ccccc3)S2)c(OC)c1 (centres undefined),1.1,·,9.8,1.6,-8.1,0.9,-7.6,-1.36,6.8
CC(=O)Nc1ccc(S(=O)(=O)N2CCN(c3ccc(C)c(Cl)c3)CC2)cc1,0.6,1,53.0*,1.1,36.6,0.5,-1.7,·,4.6
Cc1nc2nc(COc3ccccc3)[nH]n2c(=O)c1Cl,0.7,0.9,74.6*,1.2,31.4,0.3,-10.0,0.8,5.2
CCn1c(SCC(=O)NCC2CCCO2)nnc1-c1ccccc1 (centres undefined),0.9,1.1,-1.7,0.9,11.3,1,-8.6,0.02,-1.0
CCCOC(=O)Nc1ccc(C(N)=O)cc1,0.9,1.4,1.6,0.9,6.7,1,-6.7,0.47,-2.0
COCCN(CCOC)S(=O)(=O)c1ccc(C(=O)Nc2nc(-c3ccncc3)cs2)cc1,0.4,1,68.8*,1.1,56.2*,0.3,-6.0,-1.93,7.9
CCN(CC)C(=O)CSc1nc2ncc(Br)cc2[nH]1,0.3,1.1,43.7,1.4,69.0*,0.6,-3.4,0.79,-5.9
Cn1c(=O)n(Cc2ccc(Cl)cc2)c2ccccc21,0.2,1.2,33.6,0.8,76.3*,0.7,4.6,-0.08,-0.3
COCCNC(=O)C(c1cccs1)N(CCc1ccccc1)C(=O)Cn1nnc2ccccc21 (centres undefined),1.1,1.2,-3.6,1,-5.0,1,37.0,0.24,2.9
CCCOc1ccc(/C(O)=C2\C(=O)C(=O)N(CCCN(C)C)C23C(=O)N(C)c2ccccc23)cc1 (centres undefined),1,1.1,-19.8,1.2,-3.5,1.2,7.6,·,-2.0
Oc1ccc(Nc2nc(-c3ccc4ccccc4c3)cs2)cc1,1,0.5,-92.9,1,-4.6,1.9,16.0,0.2,28.5
CC(C)(C)NS(=O)(=O)c1ccc(NS(=O)(=O)c2ccc(F)cc2)cc1,0.6,1.1,92.9*,1.2,37.6,0.1,8.6,-0.05,-1.9
Cc1c(C(=O)NCCC2=CCCCC2)cccc1[N+](=O)[O-],0.7,·,-1.6,1,25.2,1,16.0,1.2,3.0
Cc1ccc(N2C(=O)CC(Cn3nc(C)cc3C)C2=O)cc1 (centres undefined),1,1.1,1.3,0.9,2.0,1,-12.4,-0.66,-1.4
CCCC(=O)Nc1ccc(NC(=O)c2ccccn2)cn1,0.8,0.9,-20.6,0.9,17.8,1.2,1.2,1.24,-3.3
N#Cc1sc2nc(-c3cccs3)cc(-c3ccccc3)c2c1N,0.9,·,20.8,0.9,7.8,0.8,·,1.65,·
O=C(Nc1cnn(Cc2ccc(Cl)cc2)c1)c1cnccn1,0.6,0.9,62.1*,1,41.7,0.4,-4.8,0.34,2.6
Nc1ccc(S(=O)(=O)NNC(=O)C(=O)NNc2ccccn2)cc1,1,·,-0.2,1.7,3.2,1,-26.2,-0.06,-3.7
COCCNC(=O)c1ccc(NC(C)=O)cc1,1.1,1.1,11.0,1.1,-9.6,0.9,-1.6,0.2,-2.2

# Some values from the results shown.
# C=CCNC(=O)COC(=O)COc1ccc(Cl)cc1C in CYP2C9 inhib: -15.1
# Cc1ccc(-c2nc(-c3ccccn3)no2)cc1 in CD11b adhes enh: -9.4
# Nn1c(SCC(=O)NCCC2=CCCCC2)nnc1C(F)(F)F in CYP2C19 act: 0.5
# COCCN(CCOC)S(=O)(=O)c1ccc(C(=O)Nc2nc(-c3ccncc3)cs2)cc1 in CYP2C9 inhib: 68.8*
# CCOP(=O)(OCC)C(C#N)=C1SCN(c2ccc(Cl)cc2)CS1 in CYP2C19 act: 0.7

# Next part.
SMILES,CYP2C19 act,MT1-MMP txn act,CYP2C9 inhib,PLAP act,CYP2C19 inh,CYP2C9 act,Mac1 fbg inh,Pyk2 oligo antag,CD11b adhes enh
COc1ccccc1NC1=NC2(CCCC2)N=C(N)N1,1.1,1.1,-4.0,0.8,-6.0,1,-3.2,0.75,8.5
CCC(=O)N(Cc1ccco1)c1nc(-c2ccccc2)cs1,1,1.1,22.6,0.9,4.7,0.8,1.9,-0.07,5.6
c1ccc(-n2nc3c(ccc4cnnc43)[nH]2)cc1,0.7,1.7,60.2*,1.9,32.2,0.4,-10.9,-1.8,-4.2
Cc1cc(C)n2c(SCC#N)nnc2n1,1.2,1,-5.9,1.1,-15.3,1.1,7.3,·,-1.7
Cc1cc(C)nc(NC2=NCCN2C(=O)NC2CCCCC2)n1,1.1,1.1,33.9,1.5,-8.2,0.7,4.5,0.03,10.3

# A different layout for part of the listing above:
# Values in the order: CYP2C19 act	MT1-MMP txn act	CYP2C9 inhib	PLAP act	CYP2C19 inh	CYP2C9 act	Mac1 fbg inh	Pyk2 oligo antag	CD11b adhes enh
> c1ccc(-n2nc3c(ccc4cnnc43)[nH]2)cc1
 : 0.7	1.7	60.2*	1.9	32.2	0.4	-10.9	-1.8	-4.2
> Cc1cc(C)n2c(SCC#N)nnc2n1
 : 1.2	1	-5.9	1.1	-15.3	1.1	7.3	·	-1.7

# Bioassay records as filed in PubChem.
